Screens deposited in PubChem by several laboratories.
SUMO1-SIM PPI: alters human SUMO1 binding to SIM partners | P63165 | SUMO1 binding to a labelled peptide, TR-FRET, 1 h | inhibition, % at 20 µM | 360,000 tested, 0.33% active | AID 602429; in the data active = inhibition above about 37%
Target sequence (P63165 whole entry, looked up): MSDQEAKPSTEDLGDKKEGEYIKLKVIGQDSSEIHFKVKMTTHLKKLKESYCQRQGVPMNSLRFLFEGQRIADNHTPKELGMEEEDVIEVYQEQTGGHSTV
DNMT1 block: inhibitors of human DNMT1 | P26358 | inhibition (reported as % activation of signal), % at 10 µM | AID 588458 | 360,000 tested, 0.83% active | DNMT1 molecular beacon, Hinp1I cleavage, fluorescence; in the data active = inhibition above about 50%
Scp1 inh: inhibitors of human Scp-1 phosphatase | Recombinant Scp1, phosphopeptide, malachite green phosphate absorbance | inhibition, % at 20 µM | 340,000 tested, 0.88% active | Q9GZU7;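 active = inhibition above about 50% at 20 µM, limit read from the data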;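 also: plate controls were DMSO wells with enzyme for no effect and wells lacking enzyme for full effect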
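assay system = SCP-1 phosphatase catalytic domain, residues 76-261 | buffer or medium = 50 mM Tris acetate pH 5.5, 0.005% Tween-20, 10 mM MgCl2 | incubation = enzyme reaction 45 min at room temperature, colour 5 min, stabilisation 30 min | signal = Phosphate-binding colour reagent, absorbance read at 630 nm | measure = % inhibition at 20 µM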
LMPTP inh: blocks human LMPTP phosphatase; 360,000 tested, 0.22% active; P24666; recombinant LMPTP-A, OMFP fluorogenic substrate, fluorescence intensity; inhibition, % at 20 µM;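 active = compounds that cut the enzyme signal by at least half of the control window in the single-dose screen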;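 also: plate controls were DMSO wells with enzyme plus substrate for no effect and substrate without enzyme for full effect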
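Material: LMPTP-A; amount: 0.625 nM enzyme; doses: single 20 µM dose; times: reaction 50 min, room temperature, dark; technique: fluorescence intensity of OMFP turnover product; benchmarks: no-enzyme and uninhibited controls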
CSN inh: blocks human CSN-mediated cullin deneddylation; Q92905; Purified CSN, SCF-Nedd8-OG deneddylation, fluorescence polarization; inhibition, % at 12.5 µM; AID 651999; 360,000 tested, 0.38% active;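 active = pattern-corrected inhibition above about 35%, with an unprinted fluorescence ratio check between 0.5 and 1.5, limit read from the data, passing the limit was not always enough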;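 also: 0% = enzyme with substrate and 100% = substrate without enzyme; some results filed as inactive read as strong as hits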
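Material: human Csn5 produced in HEK293T cells; Input: enzyme 0.24 nM; Reagent: SCFSkp2-Nedd8OG substrate at 10 nM final; Dosing: 12.5 µM compound; Incubation: 90 min reaction at room temperature; Detection: fluorescence polarization of the substrate; Evaluation: % inhibition of substrate cleavage by Csn5; Control set: substrate-only high control, full reaction low control.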
Rpn11 block: blocks the human proteasome subunit Rpn11; O00487; human 26S proteasome, Ub4-pepOG fluorescence polarization; 20S core pre-blocked with epoxomicin; calls only at 20 µM; 360,000 tested, 0.59% active;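 active = inhibition at 20 µM, scaled to each plate's controls, above about 33%, limit read from the data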
Target sequence (O00487 whole entry, looked up): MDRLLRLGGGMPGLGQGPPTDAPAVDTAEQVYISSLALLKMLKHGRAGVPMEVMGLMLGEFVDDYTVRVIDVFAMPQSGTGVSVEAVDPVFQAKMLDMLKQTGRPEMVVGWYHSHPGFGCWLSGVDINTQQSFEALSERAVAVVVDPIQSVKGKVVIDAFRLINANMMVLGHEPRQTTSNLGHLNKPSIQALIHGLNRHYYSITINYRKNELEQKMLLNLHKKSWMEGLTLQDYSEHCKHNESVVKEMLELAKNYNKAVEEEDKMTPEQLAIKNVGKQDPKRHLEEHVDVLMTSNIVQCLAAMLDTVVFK
Neddyl block: blocks human cullin neddylation; P61081+Q13564; 360,000 tested, 0.58% active; TR-FRET cullin neddylation, biochemical; AID 651699; calls only at 25 µM; in the data active = inhibition above about 36%
STEP inh: inhibitors of human striatal-enriched phosphatase STEP; P54829; recombinant STEP, OMFP fluorogenic substrate, fluorescence; inhibition, % at 20 µM; 360,000 tested, 0.25% active;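 active = inhibition at 20 µM, scaled per plate between control wells, above about 37%, limit read from the data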;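 also: 0% = DMSO with enzyme and substrate and 100% = substrate only without enzyme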
Target sequence (P54829 whole entry, looked up): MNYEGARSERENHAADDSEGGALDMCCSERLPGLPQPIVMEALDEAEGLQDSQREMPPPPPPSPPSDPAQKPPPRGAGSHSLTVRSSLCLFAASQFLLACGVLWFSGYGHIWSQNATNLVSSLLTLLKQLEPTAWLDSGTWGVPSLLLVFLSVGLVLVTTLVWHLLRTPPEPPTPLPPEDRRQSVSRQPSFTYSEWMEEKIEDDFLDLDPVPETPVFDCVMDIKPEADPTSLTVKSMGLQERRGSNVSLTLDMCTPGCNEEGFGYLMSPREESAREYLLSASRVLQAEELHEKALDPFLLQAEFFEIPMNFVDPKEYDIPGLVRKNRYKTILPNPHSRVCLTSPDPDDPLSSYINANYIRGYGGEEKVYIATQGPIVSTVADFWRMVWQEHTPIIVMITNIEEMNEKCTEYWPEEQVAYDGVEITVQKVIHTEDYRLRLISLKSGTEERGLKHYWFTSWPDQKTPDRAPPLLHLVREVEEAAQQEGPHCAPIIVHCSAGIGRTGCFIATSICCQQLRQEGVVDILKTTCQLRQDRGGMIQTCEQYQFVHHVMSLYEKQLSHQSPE
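Assay system: isolated STEP enzyme / Timing: 20 min at room temperature, dark / Doses: 20 µM, 1% DMSO / Technique: fluorescence intensity, excitation 480 nm, emission 540 nm / Reagent: fluorogenic phosphatase substrate OMFP at 25 µM final / Measure: percent inhibition scaled to no-enzyme and uninhibited-enzyme controls, plate-pattern corrected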
NadD block: inhibitors of Staphylococcus aureus NadD | purified NadD enzyme, colorimetric absorbance read-out | 360,000 tested, 0.78% active | AID 602399 | inhibition, % at 20 µM; in the data active = inhibition above about 26%; also: some compounds past the cut are filed as inactive
Rin1 Abl inh: inhibitors of human Rin1-Abl protein interaction | P00519+Q13671 | TR-FRET Rin1/Abl binding, biochemical | AID 588664 | 360,000 tested, 0.4% active | inhibition, % at 7.35 µM; in the data active = inhibition above about 5%, passing the limit was not always enough
Numbers without * were called inactive; i = inactive; x = no result given; + = active, no number.

SMILES	SUMO1-SIM PPI	DNMT1 block	Scp1 inh	LMPTP inh	CSN inh	Rpn11 block	Neddyl block	STEP inh	NadD block	Rin1 Abl inh
O=S1(=O)CCN(Cc2ccccc2Cl)CC1	1	-1	0	-1.1	7	i	i	-1	-8	1
Cc1ccc(C)c(OCc2nnc(NC(=O)c3ccc4c(c3)OCO4)s2)c1	-6	38	-4	0.0	-3	i	i	0	-2	0
CC(=O)Nc1ccc(-c2ccnc3c2CC(C(=O)NCc2ccccc2)O3)cc1 (configuration not stated)	9	4	x	0.2	-2	i	i	-1	0	-4
O=C(NC1CCCCC1)C(c1ccc(C(F)(F)F)cc1)n1c(=O)c(-c2cc3ccccc3[nH]2)nc2ccccc21 (configuration not stated)	4	x	x	16	1	x	x	x	x	x
CCOc1ccccc1CN1CCNC(=O)C1CC(=O)NCc1nccn1CC (configuration not stated)	-5	-2	-5	-0.5	3	i	i	-2	0	-5
CCOC(=O)N1CCN(C(=O)CNS(=O)(=O)c2cccs2)CC1	-1	-1	-1	-1.7	0	i	i	1	1	1
CCN(CC)C(=O)c1n[nH]c(=O)c2ccccc12	-2	2	-6	-1.4	-8	i	i	-2	-7	-2
Cc1ccc(C(=O)N2CCNC(=O)C2CC(=O)Nc2ccccc2)cc1 (configuration not stated)	4	-1	1	-1.2	1	i	i	2	4	4
CC(C)(C)C(=O)Nc1cc2nn(-c3ccccc3)nc2cc1Cl	-17	2	-5	1.9	-5	i	i	2	-4	-1
COc1ccc(S(=O)(=O)N2CCOCC2)cc1NC(=O)c1sccc1C	18	3	-7	-0.4	-4	i	i	0	-1	-1
Cc1cc(-c2nsc(=O)o2)c(S(C)(=O)=O)s1	-5	1	-11	4.8	-1	i	i	3	1	2
Cc1cc(C(=O)COC(=O)CC2Sc3ccccc3NC2=O)c(C)n1-c1cccc(C(F)(F)F)c1 (configuration not stated)	-3	-2	2	4.5	-1	i	i	2	10	2
Cc1ccc2cc3cc(C(=O)NC4CC4)oc3nc2c1	-27	4	-5	-0.4	-2	i	i	1	1	-2
COc1cc([N+](=O)[O-])cc(/C=C2/SC(=S)N(Cc3ccccc3)C2=O)c1O	64*	-14	4	5.0	40*	+	i	8	8	-3
CC(=O)Oc1ccccc1Cn1c(C)c(C(=O)NCc2cccc([N+](=O)[O-])c2)sc1=O	-16	-4	x	-1.1	0	i	i	1	-3	0
Cc1ccc(C)c(NC(=O)CN(C)C(=O)c2oc3c(Cl)cccc3c2C)c1	0	-1	13	0.4	-1	i	i	0	-9	2
O=C(CN(C(=O)c1nsc(Cl)c1Cl)c1ccc(F)cc1)NC1CCCC1	1	-2	-3	0.4	6	i	i	-2	-9	3
CC1(C)Cc2c(ccc3ccccc23)C(=O)N1	-6	-3	-5	-2.7	-2	i	i	1	4	-2
CCOC(=O)C1CCCN(S(=O)(=O)c2c(C(=O)N3CCCCC3)c(C)n(C)c2C)C1 (configuration not stated)	-1	2	19	-1.5	7	i	i	-4	0	0
C=CCn1cccc(C(=O)Nc2cc(OC)cc(OC)c2)c1=O	-1	-4	-7	1.0	-6	i	i	2	7	-1
COC(=O)[C@]1(C)N[C@H](CN(C)S(=O)(=O)c2ccc(C)cc2)[C@@H]2C(=O)N(C)C(=O)[C@@H]21	0	4	-5	-2.5	-1	i	i	-1	-1	x
Nc1c(-c2ccccc2)cnc2cc(-c3ccccc3)nn12	2	3	13	3.7	3	i	i	1	-5	5
CC1=Nc2ccccc2N=C(NC(=O)c2ccccc2)C1c1ccccc1 (configuration not stated)	4	-4	1	1.0	-6	i	i	-2	-5	-3
C/C(=N\NC(=O)CN1CCN(S(=O)(=O)c2ccc(C)cc2)CC1)c1ccc(O)cc1	18	1	9	-0.3	1	i	i	10	-7	-1
CC(=O)c1ccccc1OCCOCCOCCOc1ccccc1C(C)=O	1	0	-1	-0.5	2	i	i	-4	1	2

Complete entries from above. Values in the order: SUMO1-SIM PPI | DNMT1 block | Scp1 inh | LMPTP inh | CSN inh | Rpn11 block | Neddyl block | STEP inh | NadD block | Rin1 Abl inh
CC1(C)Cc2c(ccc3ccccc23)C(=O)N1 is listed with -6 | -3 | -5 | -2.7 | -2 | i | i | 1 | 4 | -2
Cc1cc(-c2nsc(=O)o2)c(S(C)(=O)=O)s1 is listed with -5 | 1 | -11 | 4.8 | -1 | i | i | 3 | 1 | 2
CCOc1ccccc1CN1CCNC(=O)C1CC(=O)NCc1nccn1CC (configuration not stated) is listed with -5 | -2 | -5 | -0.5 | 3 | i | i | -2 | 0 | -5
CC(=O)Oc1ccccc1Cn1c(C)c(C(=O)NCc2cccc([N+](=O)[O-])c2)sc1=O is listed with -16 | -4 | x | -1.1 | 0 | i | i | 1 | -3 | 0

Retrieved by structure from the entries so far, 2 records:
SMILES	SUMO1-SIM PPI	DNMT1 block	Scp1 inh	LMPTP inh	CSN inh	Rpn11 block	Neddyl block	STEP inh	NadD block	Rin1 Abl inh
C=CCn1cccc(C(=O)Nc2cc(OC)cc(OC)c2)c1=O	-1	-4	-7	1.0	-6	i	i	2	7	-1
COC(=O)[C@]1(C)N[C@H](CN(C)S(=O)(=O)c2ccc(C)cc2)[C@@H]2C(=O)N(C)C(=O)[C@@H]21	0	4	-5	-2.5	-1	i	i	-1	-1	x

Next structures:
SMILES	SUMO1-SIM PPI	DNMT1 block	Scp1 inh	LMPTP inh	CSN inh	Rpn11 block	Neddyl block	STEP inh	NadD block	Rin1 Abl inh
CC(C)(C)NC(=S)NNC(=O)c1ccc2ncccc2c1	2	-2	-15	-1.0	1	i	i	0	5	-4
COc1cccc(CNC(=O)Cn2cc3c(n2)CCCC3)c1	0	2	-16	-1.1	-2	i	i	-2	-6	2
CC(Sc1nc(-c2ccccc2)cc(C(F)(F)F)n1)C(=O)O (configuration not stated)	4	0	-1	-0.2	-5	i	i	0	0	7
CC(=O)NC(CC(=O)N(Cc1ccccc1)c1cccc(C)c1)c1ccccc1 (configuration not stated)	-2	-4	-6	-0.2	-3	i	i	-4	-1	-2
COC(=O)c1sccc1NC(=O)c1csc2c1CCCC2	-1	-3	-11	3.6	-2	i	i	3	-1	1
COc1ccc(-c2cc(=O)c3c(OC)c(OC)c(OC)c(OC)c3o2)cc1	2	-3	-1	1.2	2	i	i	0	-2	2
CCc1nnc(NC(=O)c2ccc(COc3ccccc3)o2)s1	-1	7	-7	-1.5	-8	i	i	-3	-5	0
COc1cc(-n2c(-c3ccccc3)n[nH]c2=S)c(OC)cc1Cl	6	2	-6	-0.1	0	i	i	-1	1	2
O=C(CSCc1ccccc1)Nc1ccc(F)cc1F	0	-2	0	1.0	-4	i	i	-1	-3	1
Cc1ccc(C(=O)CN(C(=O)c2ccc(Cl)c(Cl)c2)N2C(=O)C3CCCCC3C2=O)cc1 (configuration not stated)	-1	-4	-4	1.1	-1	i	i	3	-2	-2
Nc1nonc1-n1nnc(C(=O)N/N=C/c2ccc(OCc3ccccc3)cc2)c1COc1ccc(F)cc1	-4	0	-7	3.2	7	i	x	0	24	-4
Cc1ccccc1CC1(CO)CCCN(C(=O)CCC(F)(F)F)C1 (configuration not stated)	2	1	-5	0.1	-3	i	i	0	-3	-1
CC(=O)c1sc(NC(=O)C2CCN(C(=O)c3ccc(F)cc3)CC2)nc1-c1ccccc1	-13	1	-4	-0.4	3	i	i	-1	0	-101
COc1cccc(/C=N/NC(=S)NC2CC3CCC2C3)c1OC (configuration not stated)	5	-3	-11	2.7	-2	i	i	2	-3	1
COc1ccc(N(CC(=O)NC(C)(C)C)S(=O)(=O)c2ccccc2)cc1OC	0	-1	3	-0.1	-2	i	i	-2	7	2
O=C(Nc1ccc(-c2nnc(-c3ccccc3)o2)cc1)c1ccc(Br)o1	2	36	73*	17	6	+	x	5	-16	-2
CC(=O)Nc1ccc2nc3c(=O)n(C)c(=O)n(C)c3nc2c1	9	-1	84*	0.6	-4	i	+	2	1	-1
Nc1c(OS(=O)(=O)c2ccccc2)cccc1OS(=O)(=O)c1ccccc1	5	14	x	-1.3	-2	i	i	-4	-3	4
CCOc1ccccc1Oc1cn[nH]c1-c1ccc(O)cc1O	-2	-5	-12	1.0	3	i	i	-2	-7	-1
COCCN1CCn2c(nc3cc(NC(=O)c4cccs4)ccc32)C1	11	-10	-1	4.0	6	i	i	-1	17	1
O=C(NC1CC1)c1ccc(CSCc2cccc(F)c2)o1	-1	-4	-12	-0.2	4	i	i	2	0	-2
CCC(CC)C(=O)Nc1cccc(/C(C)=N\NC(=O)c2ccc(C)s2)c1	1	-2	-5	0.5	1	i	i	1	-6	0
COc1ccccc1C(=O)CN1C(=O)NC2(CCCCCC2)C1=O	0	0	-3	-1.3	-2	i	i	1	1	-1
Cc1cc(C(=O)COC(=O)Cc2n[nH]c(=O)c3ccccc23)c(C)n1-c1cccc(C(F)(F)F)c1	-1	8	-10	2.5	0	i	i	1	-2	0
COc1ccc(CNCC(O)COCc2cccs2)cc1 (configuration not stated)	-1	3	-2	-1.6	0	i	i	2	-2	4
C=CCn1c(N)c(C(=O)NCc2ccco2)sc1=S	-8	1	-3	-0.8	0	i	i	2	-5	-6
Cc1nn(Cc2c(Cl)cccc2Cl)c(C)c1NC(=O)Cn1nc([N+](=O)[O-])c(Cl)c1C	-1	37	-6	-0.5	-1	i	i	-2	3	-3

Random draw from the library; any-hit rate near 3.8%.
